From PubChem BioAssay
OX1R antag-1 = blocks the human orexin 1 receptor; hit rate 0.43% among 330,000; inhibition, % at 5 µM; O43613; CHO/OX1R cells, Fluo-8 calcium fluorescence, orexin A; AID 434989;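 active = inhibition above its plate's threshold, mean inhibition of all tested compounds on the plate plus 3 SD, cut at about 37% in these data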;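 also: 0% = orexin A challenge wells and 100% = SB-334867-A antagonist wells; not every result past the cut was called active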
Target sequence (O43613 whole entry, looked up): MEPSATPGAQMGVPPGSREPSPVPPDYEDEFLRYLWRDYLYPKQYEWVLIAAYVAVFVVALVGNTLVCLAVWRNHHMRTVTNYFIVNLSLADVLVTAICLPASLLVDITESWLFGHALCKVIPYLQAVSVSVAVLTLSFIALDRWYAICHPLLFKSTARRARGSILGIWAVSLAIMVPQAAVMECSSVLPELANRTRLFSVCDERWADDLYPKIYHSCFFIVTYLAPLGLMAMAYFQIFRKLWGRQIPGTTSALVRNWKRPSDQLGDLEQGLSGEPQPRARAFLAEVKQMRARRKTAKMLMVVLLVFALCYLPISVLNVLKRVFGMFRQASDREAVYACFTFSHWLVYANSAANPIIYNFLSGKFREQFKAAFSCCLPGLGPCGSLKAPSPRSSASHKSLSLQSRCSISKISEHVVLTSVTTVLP
OX1R antag-2 = OX1R (human) antagonism; AID 485270; O43613; inhibition, % at 6.6 µM; OX1R-expressing cells, FRET antagonist read-out; hit rate 1.8% among 330,000; in the data active = inhibition mostly above about 38%, no sharp cut-off; inactive = mostly below about 40%;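 also: 0% = agonist challenge alone and 100% = reference antagonist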
* = called active by the depositor.

The opening five compounds (preview)
SMILES	OX1R antag-1	OX1R antag-2
CC(C)C(=O)N=C1SC2CS(=O)(=O)CC2N1Cc1ccccc1 (centres undefined)	2	2
Cc1sc2nc(C3CC3)nc(SCC(=O)N3c4ccccc4CC3C)c2c1C (centres undefined)	-17	19
CC1=C(C(=O)c2ccccc2)C(c2cn(-c3ccccc3)nc2-c2ccc(Cl)cc2)NC(=S)N1 (centres undefined)	-23	9
COc1ccc(OC)c(S(=O)(=O)N2CCN(c3ccccc3)CC2)c1	-6	13
O=C(N=Nc1c(O)[nH]c2ccc(F)cc12)c1ccc(NS(=O)(=O)c2cccs2)cc1	3	11

The list itself, previewed entries included:
SMILES	OX1R antag-1	OX1R antag-2
CC(C)C(=O)N=C1SC2CS(=O)(=O)CC2N1Cc1ccccc1 (centres undefined)	2	2
Cc1sc2nc(C3CC3)nc(SCC(=O)N3c4ccccc4CC3C)c2c1C (centres undefined)	-17	19
CC1=C(C(=O)c2ccccc2)C(c2cn(-c3ccccc3)nc2-c2ccc(Cl)cc2)NC(=S)N1 (centres undefined)	-23	9
COc1ccc(OC)c(S(=O)(=O)N2CCN(c3ccccc3)CC2)c1	-6	13
O=C(N=Nc1c(O)[nH]c2ccc(F)cc12)c1ccc(NS(=O)(=O)c2cccs2)cc1	3	11
COc1ccc(S(=O)(=O)N2CCC3(CC2)OCCO3)cc1	6	5
CC(=O)NC(Cc1ccc(F)c(F)c1)C(=O)NC1CCN(C(=O)c2ccc(C)cc2)CC1 (centres undefined)	-16	12
O=C(c1cnn(C(=O)COc2ccc(Cl)cc2)c1)c1ccccc1O	-1	6
O=C(O)CC(C(=O)Nc1ccc(Cl)cc1Cl)C1CCCO1 (centres undefined)	-8	-1
COc1ccc(NC(=O)C(NC(=O)c2ccc(=O)[nH]c2)c2ccc(C)cc2)cc1 (centres undefined)	5	11
CCNc1oc(COc2ccccc2F)nc1C#N	-17	21
Cc1cccc(N2CCN(C(=O)c3ccc4c(c3)NC(=O)C(CSCc3cccc(F)c3)N4)CC2)c1C (centres undefined)	-12	7
Cc1ccc(CNC(=O)c2ccc(C)c(S(=O)(=O)N3CCCCC3)c2)cc1	4	-3
CCN(CC(=O)NC(C)(C)C)Cc1cc(=O)n2c(-c3ccccc3)csc2n1	-23	17
O=c1[nH]c(C2CCCN(S(=O)(=O)c3ccccc3)C2)nc2c1nnn2Cc1ccccc1F (centres undefined)	-51	0
Cc1ccc(OCc2ccc(C(=O)Nc3ccc(C(N)=O)cc3)o2)c([N+](=O)[O-])c1	-7	8
CC1(C)C2CCC(C2)C1(C)N=C1OC(CCl)CS1 (centres undefined)	-9	8
COc1cc(OC)c(NC(=O)CCCNC(=O)Cn2cnc3sc(C)c(C)c3c2=O)cc1Cl	-29	17
Cc1c(NC(=O)COc2c(F)c(F)c(F)c(F)c2F)c(=O)n(-c2ccccc2)n1C	-17	14
FC(F)Oc1ccc(NC(=S)NCc2ccco2)cc1Cl	14	5
O=S(=O)(Nc1ccccc1F)c1cccc(NC(=S)NCCN2CCOCC2)c1	3	0
Cc1ccc(S(=O)(=O)N2CC3(C)CN(S(=O)(=O)c4ccc(C)cc4)CC(C)(C2)C3O)cc1 (centres undefined)	-34	8
NC(=O)c1ccc(NC(=O)CCCNC(=O)c2ccc(Cl)cc2)cc1	-12	3
COc1ccc2cc(CN(C(=O)Nc3ccccc3OC)C3CCCC3)c(=O)[nH]c2c1	-35	8
COc1ccccc1C(=O)NC(=O)COC(=O)c1cccc(C)c1O	-11	5
O=C(O)C(c1ccccc1)N1C(=O)/C(=C\c2ccc(-c3cccc(Cl)c3)o2)SC1=S (centres undefined)	6	8
c1ccc(CSc2nncn2-c2ccccn2)cc1	-1	7
O=C(CSc1nc(C2CC2)nc2c1cnn2-c1ccccc1)Nc1c[nH]c(=O)[nH]c1=O	-11	14
O=C(c1ccc2ccccc2n1)N1CCN(S(=O)(=O)c2ccc(Cl)cc2)CC1	-32	15
Cc1ccnc(NC(=O)c2cc(-c3ccc(Cl)s3)nc3ccccc23)c1	-17	19

Four of the compounds above, as labelled records:
> c1ccc(CSc2nncn2-c2ccccn2)cc1
  OX1R antag-1: -1; OX1R antag-2: 7

> O=C(CSc1nc(C2CC2)nc2c1cnn2-c1ccccc1)Nc1c[nH]c(=O)[nH]c1=O
  OX1R antag-1: -11; OX1R antag-2: 14

> O=C(c1ccc2ccccc2n1)N1CCN(S(=O)(=O)c2ccc(Cl)cc2)CC1
  OX1R antag-1: -32; OX1R antag-2: 15

> Cc1ccnc(NC(=O)c2cc(-c3ccc(Cl)s3)nc3ccccc23)c1
  OX1R antag-1: -17; OX1R antag-2: 19

(more compounds)
SMILES	OX1R antag-1	OX1R antag-2
Cc1cccc(-c2noc(CNC(=O)c3ccc4c(c3)OCO4)n2)c1	0	13
COc1ccc(-c2nc3c(-c4ccccc4)cnn3cc2C)cc1F	-19	11
COC(=O)[C@@]12OC[C@]34[C@H]([C@@H](O)[C@@H]1O)[C@@]1(C)C(=O)C(O[C@@H]5OC(CO)[C@@H](O)[C@@H](O)[C@@H]5O)=C[C@@H](C)[C@@H]1C[C@H]3OC(=O)[C@H](OC(=O)/C=C(\C)C(C)(C)OC(C)=O)[C@@H]24 (some centres undefined)	-12	11
O=C(c1ccco1)N1CCN(S(=O)(=O)c2cccc3nsnc23)CC1	-16	45
CC(C)CNC(=O)c1cccc(NC(=O)c2ccccc2-c2ccccc2C(=O)O)c1	-4	-2
CCOCCCn1c(SCC(=O)Nc2ccccc2)nc2ccccc2c1=O	-32	9
CN(C)C(=O)CCCCCCCCC(=O)N(C)C	-11	2
COC(=O)c1c(NC(=O)CSc2nnc(-c3ccco3)n2C)sc(C)c1C	-26	17
COc1cc(CC(NC(C)=O)C(=O)NC2CCN(c3nc(OC)nc(OC)n3)CC2)cc(OC)c1 (centres undefined)	-9	12
CCCNC(=O)C1CCN(S(=O)(=O)c2cccs2)CC1	-2	12
C#Cc1ccc([C@H]2C=C(C(=O)N3CCOCC3)O[C@@H](OCc3ccc(CO)cc3)C2)cc1	-16	7
CCc1ccccc1NC(=O)CN(C)C(=O)Cn1cnc2ccc(Cl)cc2c1=O	-17	2
CCOC(=O)c1[nH]c(COC(=O)C2CC(=O)N(Cc3ccccc3)C2)c(C(=O)OCC)c1C (centres undefined)	-18	28
Cc1nnc(SCC(=O)Nc2cccc([N+](=O)[O-])c2)n1CC1CCCO1 (centres undefined)	-6	18
Cc1cccc(N2C(=O)CC(N3CCN(c4ccccc4)CC3)C2=O)c1 (centres undefined)	4	23
Cc1ccc(C)c(-c2csc(NC(=O)c3c(C)noc3C)n2)c1	-22	-1
CC(C)(C)OC(=O)C(C)(C)O/N=C(\C(=O)O)c1csc(N)n1	7	7
CC(=O)Nc1ccc(S(=O)(=O)NCc2ccc(C(=O)NCCN3CCCCCC3)cc2)cc1	-6	0
CCOC(=O)CCNC(=O)N1CCCC(C(=O)c2cccc(OC(C)C)c2)C1 (centres undefined)	-26	25
COc1ccc2occ(C(C)=O)c2c1	-4	3
CCOC(=O)N1CCN(C(=O)c2ccc3c(=O)n(CC4CCCO4)c(=S)[nH]c3c2)CC1 (centres undefined)	-31	9
O=C1C2C3c4ccccc4C(c4ccccc43)C2C(=O)N1c1nc(-c2ccccc2)cs1 (centres undefined)	-28	17
CCc1ccccc1NC(=O)COc1ccc(C(=S)N2CCCC2)cc1	-1	46*
O=C(C[n+]1ccc(C(=O)c2ccccc2)cc1)Nc1ccc(C(F)(F)F)cc1	-19	42
O=c1c(-c2ccc(Cl)cc2)coc2c(CN3CCOCC3)c(O)ccc12	3	17
Cc1cc2c(sc3ccccc32)c(C)n1	4	9
CCCC(=O)N(c1ccc(OCC)cc1)S(=O)(=O)c1ccc2c3c(cccc13)C(=O)N2C	-12	21
COc1ccc(NC(=O)CN(C)S(=O)(=O)c2cccs2)cc1	-17	18
O=c1c2ccccc2nc(COc2ccccc2)n1/N=C/c1cn[nH]c1-c1ccccc1	-18	28
Cc1c(Cl)cccc1NC(=O)C1C2C=CC(C2)C1C(=O)O (centres undefined)	-22	10
Cn1c(SCC(=O)N2CCN(Cc3ccccc3)CC2)nnc1-c1ccncc1	5	-3
CC(=O)Nc1ccc(NC(=O)c2cccc(S(=O)(=O)N3CCCCCC3)c2)cc1	3	4
CCc1nc(SCc2ccccn2)c2c(=O)n(C)c(=O)n(C)c2n1	-24	15
Cc1cc(Br)cc(Br)c1OCC(=O)NNC(=O)Nc1ccccc1	-24	4
O=C(Nc1cccc(-n2cnnn2)c1)c1ccc(OC(F)(F)F)cc1	8	18
CCOc1ncccc1C(=O)OCC(=O)N(CC)c1ccccc1	-7	10
COc1ccccc1C(=O)N1C(CC(=O)Nc2cc(Cl)ccc2C)C(=O)NC2CCCCC21 (centres undefined)	7	6
Fc1cccc(Cl)c1/C=N/Nc1c(Cl)cncc1Cl	-32	34
O=C(c1ccco1)N1CCN(Cc2cccc(C(F)(F)F)c2)CC1	-16	8
CCOC(=O)CC1C(=O)NCCN1C(=O)c1ccc(C)cc1 (centres undefined)	-4	3
CCOC(=O)COc1ccc(-c2nnc(-c3ccccc3)o2)cc1	-29	3
O=S(=O)(Nc1cccc(S(=O)(=O)N2CCCCCC2)c1)c1ccccc1	-32	21
CN(C)c1oc(COc2ccc(F)cc2)nc1C#N	-5	11
CCC(C)C(=O)Nc1nc(C)c(-c2csc(Nc3cc(OC)ccc3OC)n2)s1 (centres undefined)	-20	50
COc1ccc(Br)cc1-c1nc(C)c(C(C)=O)n1O	-15	26
O=C(COc1cccc2ccccc12)NNC(=O)Nc1ccccc1	-1	11
Cc1ccc(C(=O)Nc2cccc(C(F)(F)F)c2)cc1Nc1cnccn1	-10	34
NC(=O)C1CCN(C(=O)/C=C/c2cc(Br)ccc2F)CC1	2	9
Cc1ccc(O)c(NC(=S)NC(=O)CC(C)C)c1	2	17
CN1/C(=C\C=N\NC(=O)c2cccnc2)C(C)(C)c2ccccc21	10	23
COc1ccc(C(=O)N/C(=C/c2ccc(Cl)cc2)C(=O)NCc2ccncc2)cc1	-14	11
CC1CN(S(=O)(=O)c2cccc(C(=O)N(Cc3nnc(-c4ccccc4Cl)o3)C3CC3)c2)CC(C)O1 (centres undefined)	-38	16
Cc1cc(NC(=O)COC(=O)C2CCN(S(=O)(=O)c3ccc(Cl)cc3)CC2)no1	-16	15
COc1cc(OC)cc(C(=O)N[C@H](C(=O)NCc2ccccc2)C(C)C)c1	-27	7
COCCOC1CCN(Cc2cn(Cc3ccccc3)nc2-c2cc3ccccc3o2)CC1	-33	5
O=C(Nc1ncc2c(n1)CC(c1ccccc1)CC2=O)c1ccco1 (centres undefined)	-23	1
Cc1ccc(C2=NOC(C)(c3nnc(-c4cccc(Cl)c4)o3)C2)cc1 (centres undefined)	-26	22
Cc1ccccc1C(NC(N)=O)c1ccccc1 (centres undefined)	-9	9
N#CCN1CCC/C1=C\[N+](=O)[O-]	-1	-4
C=CC1=C2C=C(C3CC3)N(C3CC3)C=C2C(=O)C(C)(OC(=O)c2ccco2)C1=O (centres undefined)	-8	36

The list continues.
SMILES	OX1R antag-1	OX1R antag-2
Cc1ccc(NC(=O)Cn2c(=O)n(Cc3ccco3)c(=O)c3ccccc32)c(C)c1	-34	21
CC1CCN(C2=C(NS(=O)(=O)c3ccccc3)C(=O)c3ccccc3C2=O)CC1	-32	62
Cc1ccc(C(=O)O)cc1-c1ccc(/C=C2\SC(=O)N(CC(=O)Nc3ccccc3)C2=O)o1	-18	15
O=C(CCc1nc2ccccc2c(=O)[nH]1)NNC(=O)c1ccc(F)cc1	-12	1
CN=C(Nc1cccnc1)c1ccccc1	2	4
COc1ccc(N2CCN(C(=O)c3ccc4c(c3)OCO4)CC2)cc1	2	2
COc1ccc(C(=O)NC(C)c2cc(OC)c(OC)cc2Br)cc1 (centres undefined)	-27	6
C=CCNC(=O)c1c(CS(=O)(=O)c2ccccc2)noc1C(=O)NCc1ccccc1	-13	14
CCCNC(=O)Cn1c(=O)/c(=C\c2ccc(-c3cccc([N+](=O)[O-])c3)o2)s/c1=C\C(=O)C(C)(C)C	-8	24
CCC(=O)NNC(=O)CCC(=O)Nc1ccc(C)cc1C	-15	19
O=C(c1ccccc1)c1nc2ccccc2n(CCCn2c(=O)c(C(=O)c3ccccc3)nc3ccccc32)c1=O	-17	24
COc1ccc(Cl)cc1S(=O)(=O)NC(C)C(=O)NCc1ccccn1 (centres undefined)	-18	10
O=C(Cn1c(NCCCO)nc2ccccc21)c1cccs1	-1	5
O=C(CSc1nc2cccnc2n1Cc1ccccc1)NCc1ccco1	-17	11
CCCC1NC(=S)N(C2CCCCC2)C1=O (centres undefined)	-22	10
Oc1ccc(-c2onc(C(F)(F)F)c2-c2cscn2)c(O)c1	-5	15
O=C(CCc1nc2ccccc2c(=O)[nH]1)Nc1cc(C(F)(F)F)ccc1N1CCCC1	-29	-2
CC(=O)N1CCN(Cc2nc3cc(NC(=O)c4ccccc4)ccc3n2C)CC1	15	18
COCC(C)n1c(SCC(=O)Nc2ccc3c(c2)OCCO3)nc2ccccc2c1=O (centres undefined)	-2	5
CC1CCC2(CC1)NC(=O)N(CC(=O)Nc1ccc3c(c1)OCCCO3)C2=O (centres undefined)	-13	0
COC(=O)c1ccc(NC(=O)C(C)Oc2ccccc2)cc1 (centres undefined)	5	17
Cc1onc(C(=O)N2CCC(Cc3ccccc3)CC2)c1[N+](=O)[O-]	-29	10
COc1ccc(CCN(C)C(=O)CSc2nnc(C3CC3)n2N)cc1OC	9	7
CN(C)c1ccc(CNC(=O)C2CCC(CNc3c(N4CCCCC4)c(=O)c3=O)CC2)cc1 (centres undefined)	-13	-7
O=C(C/C=N/OCc1c(Cl)cccc1Cl)c1ccc(Cl)cc1	-22	6
CCCCN(C)C(=O)CCC(=O)Nc1ccc2nc(N3CCOCC3)cc(C)c2c1	-23	8
